Screening data from PubChem BioAssay.
RXFP1 antagonist: blocks the human relaxin receptor RXFP1. Q9HBX9. HEK293-RXFP1, relaxin-stimulated cAMP HTRF, 30 min; hits give low values. activity change, negative = inhibition, % at 57.5 µM. 0.59% of 350,000 active;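 active = activity change of -60% or lower, but not beyond a set lower limit; inconclusive = change between -60% and -40%, or beyond the set limit; inactive = change above -40%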; also: % is scaled to controls: 0 for no effect and ±100 for the full control effect
Vif-A3F inh: Vif-A3F binding inhibition | HeLa A3F-eYFP + Vif (tagged APOBEC3F with the HIV-1 protein that degrades it), YFP fluorescence increase | Potency, µM (titrated, usually from 46.1 µM), inactives show at the highest dose activity, negative = active | 0.2% of 390,000 active | AID 602313; also: potency is read from the fitted curve at half-maximal effect; % of control where 0% means no effect; nearly all actives have a fitted effect of over 65% in size
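Fluorescence increase (Ex 488/Em 500-530) after overnight compound treatment at 37 deg C flags inhibition of Vif-driven A3F-eYFP loss in stable HeLa A3F-eYFP/Vif cells seeded overnight beforehand.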
D2 PAM: D2 dopamine receptor (human) potentiation; HEK293 T-REx D2, calcium flux, EC20 dopamine potentiation; P14416; 0.34% of 340,000 active; potentiation, % at 10 µM;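 active = potentiation over 3 SD above the plate norm, cut at about 30% in these data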; also: 0% is about no effect
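Calcium flux readout, no-wash dye, 1 read/s. Inducible HEK293 Trex D2 line, overnight 30 C. Compound alone 180 s (agonist flags), then EC20 dopamine, another 180 s to score potentiation.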
Vif-A3G inh: Vif-A3G binding inhibition; HeLa A3G-eYFP + Vif (tagged APOBEC3G with the HIV-1 protein that degrades it), YFP fluorescence, overnight; Potency, µM (top dose mostly 46.1 µM), without a hit: at the top dose activity, negative = active, hits mostly inhibitors; 0.076% of 410,000 active; Q9HC16;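 also: potency is read from the fitted curve at half-maximal effect; % is scaled to controls: 0 for no effect and ±100 for the full control effect; nearly all actives have a fitted effect of over 60% in size; hits raise eYFP signal because A3G escapes Vif-driven loss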
Target sequence (Q9HC16 whole entry, looked up): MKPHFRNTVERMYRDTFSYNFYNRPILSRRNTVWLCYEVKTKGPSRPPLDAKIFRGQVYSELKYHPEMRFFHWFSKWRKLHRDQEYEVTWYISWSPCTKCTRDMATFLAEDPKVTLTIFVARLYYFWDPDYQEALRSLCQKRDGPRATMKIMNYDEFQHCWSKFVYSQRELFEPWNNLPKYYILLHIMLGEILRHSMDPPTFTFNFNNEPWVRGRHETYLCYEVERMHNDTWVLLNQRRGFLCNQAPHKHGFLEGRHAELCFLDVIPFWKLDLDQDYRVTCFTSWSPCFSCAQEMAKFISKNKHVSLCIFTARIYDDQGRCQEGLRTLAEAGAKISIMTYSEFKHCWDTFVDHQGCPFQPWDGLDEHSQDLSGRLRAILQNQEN
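HeLa cells stably expressing Vif and C-terminally eYFP-tagged A3G, seeded overnight at 37 deg C, then exposed to compound by pintool overnight at 37 deg C. Rise in yellow fluorescence (Ex 488/Em 500-530, Acumen) marks blocked Vif-driven A3G degradation.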
GRP78 ERSR act: ER stress response induction in glioma; U87-MG GRP78 promoter luciferase reporter, 16 h; Potency, µM, without a hit: at the top dose activation, actives largely listed as activators; 0.02% of 420,000 active; also: potency is read from the fitted curve at half-maximal effect; series mostly up to about 76 µM; % of control where 0% means no effect; nearly all actives have a fitted effect of over 35% in size
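ERSR induction read as luciferase luminescence (Bright-Glo, 10 min at room temperature) in stably transfected human U87-MG glioma cells exposed to compounds for 16 h, using GRP78 as sensor.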
D1 agonist: human D1 receptor agonism; HEK293 T-REx D1 cells, calcium flux, agonist mode; activation, % at 2 µM; 1% of 360,000 active; AID 504660; in the data active = activation above about 30%; also: 0% is about no effect
Target sequence (P21728 whole entry, looked up): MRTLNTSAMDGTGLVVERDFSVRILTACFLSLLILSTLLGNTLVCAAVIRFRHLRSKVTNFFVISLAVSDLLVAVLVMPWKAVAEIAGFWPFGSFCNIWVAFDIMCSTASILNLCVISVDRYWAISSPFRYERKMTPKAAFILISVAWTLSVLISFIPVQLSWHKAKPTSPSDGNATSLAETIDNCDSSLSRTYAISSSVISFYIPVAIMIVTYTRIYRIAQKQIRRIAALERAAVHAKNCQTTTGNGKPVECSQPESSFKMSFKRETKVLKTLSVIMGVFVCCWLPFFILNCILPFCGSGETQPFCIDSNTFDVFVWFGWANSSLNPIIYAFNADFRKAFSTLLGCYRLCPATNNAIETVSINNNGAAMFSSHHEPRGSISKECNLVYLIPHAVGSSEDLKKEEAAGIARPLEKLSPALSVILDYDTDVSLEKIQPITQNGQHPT
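Tetracycline-induced HEK293 TREx D1 cells, force-coupled to calcium signalling, were dye-loaded with a no-wash calcium kit. Compound was pin-added after a 10 s baseline. Fluorescence was read kinetically at 1 cycle/s for 180 s, with calcium rises flagged as agonism.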
D1 potentiator: potentiators of human D1 dopamine receptor; P21728; HEK293 TREx D1 cells, calcium flux, dopamine EC20 potentiation; potentiation, % at 10 µM; 0.036% of 360,000 active; in the data active = potentiation above about 30%; also: 0% is about no effect
RXFP1 agonist: agonists of human relaxin receptor RXFP1; Q9HBX9; HEK293T-RXFP1 cAMP TR-FRET, 30 min; response scale: percent of porcine relaxin response, buffer zero; Potency, µM (titrated, usually from 57.5 µM), inactives show at the top dose activation, usual class: activators; 0.3% of 370,000 active; AID 2676; also: potency is read from the fitted curve at half-maximal effect; % is scaled to controls: 0 for no effect and ±100 for the full control effect; nearly all actives have a fitted effect of over 60% in size; many of its hits are not listed in these tables
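HEK293 cells stably expressing RXFP1, treated 30 min at 37C with compounds plus PDE4 inhibitor Ro 20174; cAMP measured by HTRF TR-FRET. Normalized to buffer and 29 nM porcine relaxin; EC50 by Hill fit.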
D1 antagonist: blocks dopamine activation of the human D1 receptor | P21728 | HEK293 TREx D1 cells, calcium flux, dopamine EC80; hits give low values | activity change, negative = inhibition, % at 10 µM | 3.2% of 360,000 active; in the data active = activity change below about -30%; also: % is scaled to controls: 0 for no effect and ±100 for the full control effect
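After overnight tetracycline induction at 30 C, force-coupled D1 HEK293 cells took up a no-wash calcium dye at room temperature. Compounds were added and monitored 180 s, and the response to EC80 dopamine was then recorded.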
* marks the source's active call; other numbers are inactive results; ? = inconclusive; . = no result given; & = joins results of further samples. Unless noted, calls follow the shape of the dose curve; as a rule, active = well fitted curve in the direction sought with a large enough effect; inconclusive = small, poorly fitted or top-dose-only effect, or another doubt; inactive = no such curve, though single readings can be large; an effect the other way counts as inactive or inconclusive.

molecule,RXFP1 antagonist,Vif-A3F inh,D2 PAM,Vif-A3G inh,GRP78 ERSR act,D1 agonist,D1 potentiator,RXFP1 agonist,D1 antagonist
O=C(NC1CCCCC1)Oc1cc2oc(=O)sc2cc1Cl,-12.2,?,2.7,-12.8%,1.8%,3.1,-2.5,-0.5%,-7.7
O=C(/C=C/c1ccc(Cl)cc1)NC(=S)N1C[C@H]2C[C@H](C1)c1cccc(=O)n1C2,1.7,-1.9%,-4.8,-2.1%,-1.5%,1.8,3.5,1.2%,7.1
O=C(Nc1ccc(Cl)cc1)Nc1nccs1,-10.4,-5.6%,-3.7,?,-3.2%,9.2,-8.2,-0.8%,-11.9
COc1cc(N2CCOCC2)ccc1/C=C1\C(=O)NC(=O)N(Cc2ccc3c(c2)OCO3)C1=O,-35.2,-6.9%,-3.6,4.7%,-1.4%,2.4,-8.2,0.7%,-20.1
O=C(Nc1ccc2c(c1)OCCO2)c1cccn(Cc2ccccc2)c1=O,.,-0.1%,.,5.9%,0.9%,0.8,-0.7,1.1%,.
Fc1ccc(CCNCc2ccc(Br)cc2)cc1,-7.6,8.0%,-12.2,-3.3%,-4.9%,33.1*,3.6,1.5%,1.8
O=C(Nc1nccs1)C(Cl)(Cl)Cl,0.1,-10.1%,-9.5,1.6%,-3.2%,2.8,-3.6,-1.7%,9.3
COCCNC(=O)Cn1cc(/C=C2\C(=O)NC(=O)N(c3cccc(C)c3C)C2=O)c2ccccc21,-23.6,-18.0%,2.4,-11.7%,-14.3%,3.4,-3.9,3.9%,-1.4
COC(=O)C1=C(c2c(C)noc2C)C[C@@H]2CC[C@H]1N2C(=O)NCCOc1ccc(OC)cc1,.,2.8%,-0.9,2.7%,-6.3%,-0.1,-2.2,-0.9%,.
COc1ccccc1N1CCN(Cc2ccccc2F)CC1,-1.0,-14.0%,-27.0,0.9%,-2.0%,1.1,-0.7,1.5%,-23.0
Oc1ccc2ccccc2c1CN1CC=C(c2ccccc2)CC1,-14.0,0.0%,-11.0,1.2%,-2.9%,3.8,13.7,0.8%,-1.8
CC(=O)N1CN(C(C)=O)CN(C(C)=O)C1,-4.4,1.6%,9.1,3.4%,3.3%,2.2,-2.5,0.2%,4.5
C[C@]12CC[C@H](O)C[C@H]1CC[C@@H]1C2CC[C@]2(C)[C@@H](C3=CC(=O)OC3)[C@@H](O)C[C@]12O (some centres undefined),.,-5.2%,-8.1,-25.3%,-7.1%,1.5,-2.3,0.0%,-17.2
Cc1ccc(N2C(=O)NC(=O)C(CCc3ccccn3)(Cc3cccc(Cl)c3Cl)C2=O)cc1 (centres undefined),.,-2.5%,4.6,-1.0%,-3.7%,2.2,2.4,0.3%,-9.4
O=P(O)(O)C#Cc1ccccc1,.,.,-5.1,.,.,4.6,-0.1,-0.4%,0.5
C/C=C/c1ccc2c(c1)OCO2,.,-4.9%,15.1,-1.0%&-1.4%,-4.2%&-1.0%&-1.2%&1.9%,0.9,-2.8,-1.4%,.

Some of these compounds in order of number of heavy atoms, falling:
molecule,RXFP1 antagonist,Vif-A3F inh,D2 PAM,Vif-A3G inh,GRP78 ERSR act,D1 agonist,D1 potentiator,RXFP1 agonist,D1 antagonist
COCCNC(=O)Cn1cc(/C=C2\C(=O)NC(=O)N(c3cccc(C)c3C)C2=O)c2ccccc21,-23.6,-18.0%,2.4,-11.7%,-14.3%,3.4,-3.9,3.9%,-1.4
Cc1ccc(N2C(=O)NC(=O)C(CCc3ccccn3)(Cc3cccc(Cl)c3Cl)C2=O)cc1 (centres undefined),.,-2.5%,4.6,-1.0%,-3.7%,2.2,2.4,0.3%,-9.4
C[C@]12CC[C@H](O)C[C@H]1CC[C@@H]1C2CC[C@]2(C)[C@@H](C3=CC(=O)OC3)[C@@H](O)C[C@]12O (some centres undefined),.,-5.2%,-8.1,-25.3%,-7.1%,1.5,-2.3,0.0%,-17.2
O=C(Nc1ccc2c(c1)OCCO2)c1cccn(Cc2ccccc2)c1=O,.,-0.1%,.,5.9%,0.9%,0.8,-0.7,1.1%,.
Oc1ccc2ccccc2c1CN1CC=C(c2ccccc2)CC1,-14.0,0.0%,-11.0,1.2%,-2.9%,3.8,13.7,0.8%,-1.8
COc1ccccc1N1CCN(Cc2ccccc2F)CC1,-1.0,-14.0%,-27.0,0.9%,-2.0%,1.1,-0.7,1.5%,-23.0
Fc1ccc(CCNCc2ccc(Br)cc2)cc1,-7.6,8.0%,-12.2,-3.3%,-4.9%,33.1*,3.6,1.5%,1.8
CC(=O)N1CN(C(C)=O)CN(C(C)=O)C1,-4.4,1.6%,9.1,3.4%,3.3%,2.2,-2.5,0.2%,4.5
O=C(Nc1nccs1)C(Cl)(Cl)Cl,0.1,-10.1%,-9.5,1.6%,-3.2%,2.8,-3.6,-1.7%,9.3

(further entries)
molecule,RXFP1 antagonist,Vif-A3F inh,D2 PAM,Vif-A3G inh,GRP78 ERSR act,D1 agonist,D1 potentiator,RXFP1 agonist,D1 antagonist
O=C(CN1CC(c2ccccc2)CC1=O)Nc1ccccc1 (centres undefined),-2.9,2.4%,0.8,-1.8%,-1.6%,-0.1,1.3,0.0%,5.4
CCC(C)n1c(O)c(/C=N/N2CCOCC2)c(=O)[nH]c1=S (centres undefined),-17.4,5.6%,-0.4,-21.0%,-2.2%,4.7,-3.8,-0.5%,-8.5
Cc1ccc(O)c(C(=O)c2cc(C(=O)NCCC(C)C)c(=O)n(CCC(C)C)c2)c1,-14.7,-2.5%,4.8,-1.7%,-2.8%,14.6,0.4,1.7%,21.2
Oc1cccc2nc3ccccc3nc12,.,?,-1.9,-1.2%,0.2%,2.8,2.5,-3.9%,-1.6
O=c1c2ccccc2nc(/C=C\c2ccc(F)cc2)n1-c1ccccc1F,-14.0,1.0%,-4.3,2.3%,-3.4%,3.0,-1.0,9.1%,-23.8
O=C(CNC(=O)c1ccc(Br)cc1)Nc1ccc(Br)cc1C(=O)c1ccccc1,-0.2,-5.9%,-19.2,0.1%,-6.0%,4.1,3.0,-0.4%,6.6
C/C(=N\NC(=O)c1ccccc1O)c1c(O)n(C2CCCCC2)c(=O)[nH]c1=O,-3.0,2.2%,-3.2,1.2%,3.1%,-0.2,-4.0,1.6%,-3.6
O=[N+]([O-])c1ccc(N2CCCC2)c2ncccc12,4.0,?,0.6,1.2%,-0.5%,3.4,-5.0,2.1%,0.8
C[C@]12CCC3C(CC[C@H]4C[C@H](N)CC[C@]34C)C1CC[C@H]2O (some centres undefined),-8.0,-0.9%,-6.5,-0.8%,-5.6%,23.1,-1.5,-0.2%,14.2
CCOc1cc(C2C(C#N)=C(N)Oc3c2c(=O)oc2ccccc32)ccc1OC(=O)c1cccs1 (centres undefined),-9.3,7.0%,-19.9,-9.4%,-2.6%,3.2,-7.0,1.5%,-2.7
CCCCn1c(=O)c(C(=O)Nc2ccccc2F)c(O)c2ccccc21,7.4,1.9%,2.3,-2.0%,1.8%,1.2,0.2,0.6%,18.7
CCC(COC(=O)NC)NC(=O)Oc1ccccc1 (centres undefined),8.5,-12.0%,-2.6,-1.3%,0.3%,0.4,2.0,0.1%,-5.7

A portion of the library; count on the stated rates, not on these rows.
